Screens as filed in PubChem BioAssay.
CHT block: inhibits the human high affinity choline transporter; CHT-expressing cells, membrane potential dye, choline response; stronger effect = lower value; B-score at 10 µM; 310,000 tested, 0.86% active; AID 488975;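 active means B-score over 3 SD under the library average, and starting fluorescence ratio not unusually high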;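 further: choline stimulus applied at its EC90 after an EC20 pre-addition; B-score computed on integrated fluorescence ratio after choline addition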
Target sequence (Q9GZV3 whole entry, looked up): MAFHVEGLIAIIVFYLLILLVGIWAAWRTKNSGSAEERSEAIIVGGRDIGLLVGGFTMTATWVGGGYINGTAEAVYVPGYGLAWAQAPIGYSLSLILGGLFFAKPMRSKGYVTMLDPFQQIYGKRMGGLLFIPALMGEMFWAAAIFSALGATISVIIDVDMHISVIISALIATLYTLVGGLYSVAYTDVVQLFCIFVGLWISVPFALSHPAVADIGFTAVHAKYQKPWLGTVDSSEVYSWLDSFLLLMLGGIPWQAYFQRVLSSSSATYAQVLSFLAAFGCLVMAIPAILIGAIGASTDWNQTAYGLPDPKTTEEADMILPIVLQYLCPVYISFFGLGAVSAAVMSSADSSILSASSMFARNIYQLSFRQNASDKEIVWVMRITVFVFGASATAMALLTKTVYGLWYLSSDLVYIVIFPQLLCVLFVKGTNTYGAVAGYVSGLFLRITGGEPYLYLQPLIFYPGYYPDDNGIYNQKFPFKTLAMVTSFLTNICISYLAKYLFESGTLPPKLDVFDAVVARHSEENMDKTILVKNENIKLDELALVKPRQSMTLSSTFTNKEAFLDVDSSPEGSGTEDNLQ
CHT PAM: allosterically activates the human high affinity choline transporter | Q9GZV3 | CHT-expressing cells, membrane potential dye, choline EC20; stronger effect = higher value; LV-AA mutant CHT in HEK293 cells | B-score at 10 µM | 310,000 tested, 0.49% active;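 active means initial fluorescence not abnormally high and integrated response B-score, plate-corrected, over 3 SD above library mean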
Active calls of the source: *; i = inactive.

The opening 2 entries, ahead of the listing:
SMILES	CHT block	CHT PAM
CCCC(=O)Nc1cc2c3c(c1)CC(=O)N3CCC2	i	i
CCOC(=O)c1ccc(Cl)c(S(=O)(=O)N2CCCC2)c1	i	i

Results, previewed entries included:
SMILES	CHT block	CHT PAM
CCCC(=O)Nc1cc2c3c(c1)CC(=O)N3CCC2	i	i
CCOC(=O)c1ccc(Cl)c(S(=O)(=O)N2CCCC2)c1	i	i
O=C(NC1CCN(C(=O)c2cccc([N+](=O)[O-])c2)CC1)c1ccccc1	i	i
Cc1ccccc1NC(=O)C(C)SCc1ccccc1 (stereo not given)	i	i
COc1ccccc1-c1ccc(/C=C2/C=C(C)OC2=O)o1	i	i
COc1ccc(-c2nc3ccccc3s2)cc1NC(C)=O	i	i
CCOC(=O)CN1C(=N)N(c2nc(NC(C)C)nc(OC)n2)CC1=O	i	i
CN(C)c1ccc(C=NCC2(O)CCOC(C)(C)C2)cc1 (stereo not given)	i	i
Cc1ccc(NC(=O)Cn2nnc(C(=O)Nc3ccc(F)c(Cl)c3)c2N)cc1	i	i
CCSc1nc2cc(C(=O)OC)ccc2c(=O)n1CC	i	i
COc1ccccc1-c1nnc(NC(=O)OCC(C)C)s1	i	i
Cn1ccnc1C1CCCCN1Cc1nc(-c2ccc3c(c2)OCO3)no1 (stereo not given)	i	i
CC1CC(C)CN(C(=O)c2ccc(-c3ccc([N+](=O)[O-])cc3)o2)C1 (stereo not given)	i	i
CCN1CCN(c2ccc(S(=O)(=O)N(CC)CC)cc2[N+](=O)[O-])CC1	i	i
O=C(N/N=C(\c1ccccc1)c1cccnc1)c1ccc(O)cc1	i	i
COc1ccc(Cl)cc1NC(=O)N1CCC(C)CC1	i	i
Cc1cccc(C)c1NC(=O)N1C(C(=O)O)CSC1C(=O)O (stereo not given)	i	i
COc1cc(NC(=O)c2ccccc2)c(OC)cc1NC(=O)Cc1ccc(F)cc1	i	i
COc1ccc(-c2csc(NC(=O)Cc3ccccc3F)n2)c(OC)c1	i	i
CCOC(=O)N1CCN(C(=O)COC(=O)C2CCN(S(=O)(=O)c3ccc(C)c(C)c3)CC2)CC1	i	i
COc1ccc(/C=C2\SC(=S)N(CCC(=O)NC3CCCC3)C2=O)cc1OC	i	i
CC(C)(C)c1ccc(C(=O)Nc2ccc(Oc3cccnc3)nc2)cc1	-5.2*	i
O=C(CSC(=S)N1CCCC1)N1CCN(S(=O)(=O)c2cccc([N+](=O)[O-])c2)CC1	i	i
O=C(Nc1ccc(F)c(F)c1)c1cc(S(=O)(=O)N2CCN(c3ccccn3)CC2)ccc1F	i	i
CCN(CC)S(=O)(=O)c1ccc2oc(C(=O)NC3CCCc4ccccc43)c(C)c2c1 (stereo not given)	i	i

3 structures from above, arranged by molar mass, largest number first:
SMILES	CHT block	CHT PAM
O=C(Nc1ccc(F)c(F)c1)c1cc(S(=O)(=O)N2CCN(c3ccccn3)CC2)ccc1F	i	i
COc1ccc(/C=C2\SC(=S)N(CCC(=O)NC3CCCC3)C2=O)cc1OC	i	i
CC1CC(C)CN(C(=O)c2ccc(-c3ccc([N+](=O)[O-])cc3)o2)C1 (stereo not given)	i	i

More results
SMILES	CHT block	CHT PAM
C[C@]12CCC3C(CC=C4C[C@@H](O)CC[C@@]43C)C1CCC2[C@]1(C)CCC(=O)O1 (stereo not given in full)	i	i
CC(=O)c1cc(C(c2csc(C(C)=O)c2)c2csc(C(C)=O)c2)cs1	i	i
COc1ccc(CC(=O)Nc2ccc(S(=O)(=O)N3CCCCC3)cc2)cc1OC	i	i
Nc1ccc2oc3ccccc3c2c1	i	i
CC(C)NC(=O)c1onc(CSc2ccc(F)cc2)c1C(=O)O	i	i
Cc1ccc(S(=O)(=O)N(C)C)cc1NC(=S)NNC(=O)C(N)=O	i	i
S=C(NCc1ccccc1)NCc1ccccc1	i	i
O=C(O)C1C(=O)NCC1c1ccccc1 (stereo not given)	i	i
Cc1cc2c(nn1)CCc1nonc1-2	i	i
N/C(=N\c1nc(CSc2ccccn2)cc(=O)[nH]1)Nc1ccc(Cl)cc1Cl	i	i
COc1ccc(S(=O)(=O)NNC(=O)Cc2csc(C)n2)cc1[N+](=O)[O-]	i	i
COc1ccc(N2CCN(S(=O)(=O)CCNC(=O)C3CC3)CC2)cc1	i	i
COC(=O)Nc1ccc(S(=O)(=O)N2CCCCC2)cc1	i	i
O=C(Nc1ccccc1Cl)Oc1ccc(Cl)cc1Cl	i	i
CCCC(CCC)C(=O)NNc1cc(=O)c2c(=O)n(C)c(=O)n(C)c2[nH]1	i	i
Cc1ncc([N+](=O)[O-])n1CC(=O)N/N=C/c1ccccc1F	i	i
Cc1cccc(N(C(=O)Cc2cccs2)C(C(=O)NC2CCCC2)c2ccncc2)c1 (stereo not given)	i	i
O=C(COC(=O)C1(c2ccc(Cl)cc2)CCCC1)N1CCc2ccccc21	i	i
COc1ccc(C(=O)Nc2cc(-c3ccc(C)cc3)no2)cc1	i	i
COC(=O)C(C)Sc1ccc2nnc(-c3ccc(F)cc3)n2n1 (stereo not given)	i	i
NCc1ccccc1	i	i
COc1cc(/C=N/NC2=NC(C)(C)Cc3ccccc32)cc(OC)c1OC	i	i
O=[N+]([O-])c1cccc(N(CC(O)CN2CCCCC2)S(=O)(=O)c2ccccc2)c1 (stereo not given)	i	i
O=c1[nH]cnc2scc(-c3ccc(F)cc3)c12	i	i
Cc1cc(C)c(S(=O)(=O)Nc2ccccn2)c(C)c1	i	i
Continued:
SMILES	CHT block	CHT PAM
CS(=O)(=O)c1ccc(C(=O)NC2CCCCC2)cc1	i	i
CCCCCCNC(=O)c1cc(S(=O)(=O)N2CCc3ccccc32)ccc1F	i	i
COc1cccc(NC(=O)CSc2ccc3nnc(CCNC(=O)c4ccccc4)n3n2)c1	i	i
Nc1nc(-c2ccco2)nn1S(=O)(=O)c1ccc(Cl)cc1	i	i
Clc1ccc(OCc2nn3c(-c4ccco4)nnc3s2)cc1	i	i
CCc1ccccc1NC(=O)CCC(=O)OCC(=O)c1ccc(-c2ccccc2)cc1	i	i
NS(=O)(=O)c1ccc(CCNCc2cc(Cl)ccc2OCc2ccccc2)cc1	-6.5*	i
Cc1cccc(CCNC(=O)C2CCC(=O)N(Cc3ccccc3F)C2)n1 (stereo not given)	i	i
O=C(O)CCc1ccc(-c2ccc(Br)cc2)n1-c1cccc(O)c1	i	i
Cc1cc(Br)c(OCc2ccc(C(=O)N/N=C3\CC4CC=CC34)cc2)c(Br)c1 (stereo not given)	i	i
Oc1ccc2ccc3[nH]cnc3c2c1	i	i
COc1ccc(CNC(=S)Nc2ccccc2F)cc1	i	i
C=CCn1c(=O)c2ccccc2n2nnc(C(=O)OCC)c12	i	i
CCN1CCN(Cc2nc3c(c(=O)n(C)c(=O)n3C)n2C(C)C(C)=O)CC1 (stereo not given)	i	i
O=C(OCn1cncn1)c1ccc(Cl)cc1Cl	i	i
O=C(COc1coc(CN2CCN(c3ccc(F)cc3)CC2)cc1=O)NCC1CCCO1 (stereo not given)	i	i
CCOC(=O)c1cc(-c2ccco2)nc2c1c(C)nn2CCC#N	i	i
N#Cc1cn(CC(=O)N2CCCC2)c2ccccc12	i	i
Cc1ccnc(N/C=C/C(=O)c2ccc(Br)cc2)c1	i	i
Cc1nn(C)cc1CNC(=O)Nc1ccc(Cl)cc1	i	i
N#CCC(=O)Nc1ccc(C(=O)OCC(=O)C23CC4CC(CC(C4)C2)C3)cc1	i	i
CCOc1ccc(NC(=S)C(C#N)=C2N(C)c3ccccc3N2C)cc1	i	i
COc1ccc(NS(=O)(=O)c2cccc(NC(=O)c3ccccn3)c2)cc1	i	i
O=C(/C(=C/O)N=Nc1ccccc1)c1cccs1	i	i
COc1ccc(CN(Cc2cccn2C)S(=O)(=O)c2ccccc2)cc1	i	i
Next part:
SMILES	CHT block	CHT PAM
CCc1ccc(NC(=O)Cn2nnc(C(=O)NCc3cccs3)c2N)cc1	i	i
CN(C)c1nc(N)ncc1-c1ccc(Oc2ccccc2)cc1	i	i
COc1ccc(/C=C/c2nnc(NC(=O)COc3ccc(C)cc3)s2)cc1	i	i
COC(=O)C(C)NS(=O)(=O)c1ccc(NC(C)=O)cc1 (stereo not given)	i	i
Cc1ccccc1NC(=O)c1cccc(NC(=O)c2ccccc2C(=O)O)c1	i	i
Cc1cccc(C)c1OCC(C)N (stereo not given)	i	i
O=C(Nc1ccc(N2CCN(C(=O)c3ccccc3)CC2)c(Cl)c1)c1cccnc1	i	i
CCCC(=O)Nc1ccc(NC(=O)c2ccccc2F)cn1	i	i
Cc1cc(S(=O)(=O)NCC(C)C)ccc1OCC(=O)NCc1ccco1	i	i
O=C(c1cc(-c2cccs2)on1)N1CCN(c2ccccc2)CC1	i	i
CCN(CC)c1ccc(/C=C2\SC(N)=NC2=O)cc1	i	i
CCOC(=O)CSc1nnc(CNC(=O)c2ccc(S(=O)(=O)N(C)C)cc2)n1C	i	i
CC(=O)c1c(COC(=O)c2ccccc2)nc2ccccc2[n+]1[O-]	i	i
C=CCn1c(SCC(=O)N(CCC)C2CCS(=O)(=O)C2)nnc1-c1ccccc1OC (stereo not given)	i	i
CC(C)(C)OC(=O)NCCCC(CCCNC(=O)OC(C)(C)C)C(=O)O	i	i
Cc1ccc2[nH]c3c(c2c1)CN(C(=O)CN1c2ccc(F)cc2CCC1C)CC3 (stereo not given)	i	i
O=C(COc1ccccc1Cl)N1CCN(c2ccccn2)CC1	i	i
C#CC[N+]1(CC#Cc2ccccc2)CCCC1	i	i
COc1ccc(-c2cccc(NS(=O)(=O)c3cc([N+](=O)[O-])c(C)c([N+](=O)[O-])c3)c2)nn1	i	i
Cc1ccc(CNC(=O)C(OC(=O)c2ccco2)C(C)C)cc1 (stereo not given)	i	i
CCCNS(=O)(=O)c1ccc(OCC(=O)Nc2ccc3c(c2)OCCO3)c(C)c1	i	i
O=C(CN(C(=O)CNS(=O)(=O)c1ccccc1)c1ccc(F)cc1)NCc1ccco1	i	i
COC(=O)c1cc(OC)c(OC)cc1NC(=O)c1ccc(C)cc1	i	i
Cc1ccc(C(=O)Nc2ccc(C(=O)N3CCCCC3)cc2)cc1	i	i
CCOc1cccc(C2C(C(=O)c3ccc(C)o3)=C(O)C(=O)N2Cc2ccncc2)c1 (stereo not given)	i	i
(list continues)
SMILES	CHT block	CHT PAM
COC(=O)Cc1ccc(NC(=S)NC(C)(C)C)cc1	i	i
C=CCSc1nc2c(c(=O)[nH]c(=O)n2C)n1C/C=C(/C)Cl	i	i
Cc1ccn(CCSCC(=O)O)n1	i	i
CN(C)CCCNc1ncnc2scc(-c3ccccc3)c12	i	i
Cc1ccc(NC(=O)COC(=O)CSC(=S)N2CCOCC2)cc1	i	i
COC(=O)c1sc(N2CCN(Cc3ccccc3)CC2)nc1N	i	i
COc1ccccc1C(=O)Nc1cccc(SC)c1	i	i
CC(C)(C)C(=O)COC(=O)C1=NN(c2ccccc2)C(=O)CC1	i	i
CC1=NN(c2nc(-c3ccccc3)cs2)C(=O)C1	i	i
CCOc1ccc(NC(=O)C2CCCN(c3c(CC)c(C)nc4ncnn34)C2)cc1 (stereo not given)	i	i
Cc1c(C(=O)NC(=S)Nc2cccnc2)cccc1[N+](=O)[O-]	i	i
COc1cc(C2C(C(=O)c3ccc(C)o3)=C(O)C(=O)N2Cc2cccnc2)ccc1O (stereo not given)	i	i
CCCc1nc(NC2CCCCC2)c(C#N)c2c1COC(C)(C)C2	i	i
CC(C)(C)c1ccc(C(=O)N/C(=C\c2cccc([N+](=O)[O-])c2)C(=O)Nc2cccc(C(=O)O)c2)cc1	i	i
CC(C)CN(C(=O)COC(=O)c1cccc2ccccc12)c1c(N)n(Cc2ccccc2)c(=O)[nH]c1=O	i	i
Cc1cccc(C)c1NC(=O)C1=C(O)c2ccccc2N(C)S1(=O)=O	i	i
O=C(c1ccco1)N1CCN(CC(=O)N(C2CCCCC2)C2CCS(=O)(=O)C2)CC1 (stereo not given)	i	i
O=C(O)CCn1c(CO)nc2ccccc21	i	i
COc1ccc(OCCN2C(=O)c3cccc(N)c3C2=O)cc1	i	i
CCOC(=O)C1CCN(c2c(NCCC(C)C)c(=O)c2=O)CC1	-6.4*	i
COc1cccc(-c2coc3cc4oc(=O)c(CCC(=O)O)c(C)c4cc23)c1	i	i
Cc1cccc(C(=O)N/N=C/C(C)Cc2ccc3c(c2)OCO3)c1 (stereo not given)	i	i
N#CC(=Cc1ccc(O)cc1)C(N)=C(C#N)C#N	i	i
Cc1c(N2C(=O)CSC2c2ccco2)c(=O)n(-c2ccccc2)n1C (stereo not given)	i	i
CCOc1ccccc1NC(=O)Nc1ccc(Cl)cc1	i	i
Carrying on:
SMILES	CHT block	CHT PAM
CCN(CC)CCN(Cc1cc2cc3c(cc2[nH]c1=O)OCCO3)C(=S)NCC1CCCO1 (stereo not given)	i	i
CCCN1CCN(C(=O)c2oc3ccccc3c2NC(=O)COc2ccc(OC)cc2)CC1	i	i
O=[N+]([O-])C(=C1Nc2ccccc2N1)C(Cl)=C(Cl)Cl	i	i
CCN(Cc1ccccc1)C(=O)COC(=O)c1cc(Cl)nc(Cl)c1	i	i
COc1ccc(C(=O)N2CCCC(Nc3ccc(C)c(C)c3)C2)cc1F (stereo not given)	i	i
CCn1c2ccccc2c2cc(CN3CCN(S(=O)(=O)CC)CC3)ccc21	i	i
Clc1ccc2ccc3cccnc3c2n1	i	i

Shown as a hit in CHT block, among the entries above:
| SMILES | CHT block |
| --- | --- |
| CC(C)(C)c1ccc(C(=O)Nc2ccc(Oc3cccnc3)nc2)cc1 | -5.2* |
| NS(=O)(=O)c1ccc(CCNCc2cc(Cl)ccc2OCc2ccccc2)cc1 | -6.5* |
| CCOC(=O)C1CCN(c2c(NCCC(C)C)c(=O)c2=O)CC1 | -6.4* |

In another format: 6 of the compounds above
Under each structure: CHT block | CHT PAM
CCCN1CCN(C(=O)c2oc3ccccc3c2NC(=O)COc2ccc(OC)cc2)CC1
    i | i
O=[N+]([O-])C(=C1Nc2ccccc2N1)C(Cl)=C(Cl)Cl
    i | i
CCN(Cc1ccccc1)C(=O)COC(=O)c1cc(Cl)nc(Cl)c1
    i | i
COc1ccc(C(=O)N2CCCC(Nc3ccc(C)c(C)c3)C2)cc1F (stereo not given)
    i | i
CCn1c2ccccc2c2cc(CN3CCN(S(=O)(=O)CC)CC3)ccc21
    i | i
Clc1ccc2ccc3cccnc3c2n1
    i | i

Not a hit list. Share with any hit: about 1.4%.
